Screens as filed in PubChem.
RGS4 pot: RGS4 potentiators or activators, primary screen, cell-based, HEK293 M3R inducible RGS4, calcium flux; hit rate 0.92% among 310,000; carbachol calcium flux Fluo4; stronger effect = lower value; B-score at 10 µM;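 active means B-score of the integrated calcium signal more than 4 SD below the library mean, with starting fluorescence not abnormally high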;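 further: negative B-score means reduced calcium response which marks RGS4 activation or potentiation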
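test system = M3R-expressing HEK293 line, RGS4 induced by doxycycline | probe or stimulus = carbachol at ECmax as muscarinic agonist stimulus | timing = dye loading 30 min 37 °C, buffer rest 30 min RT | signal = calcium dye Fluo4 fluorescence | evaluation = B score from integrated fluorescence ratio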
HDAC3 inh: HDAC3 deacetylase inhibitors, primary screen, biochemical, fluorescence, cell-free homogeneous. inhibition, % at 8.3 µM. AID 2718, 2010. recombinant HDAC3, fluorogenic peptide/trypsin coupled. hit rate 0.15% among 320,000. Histone deacetylase 3 (Homo sapiens), O15379; in the data active means inhibition above about 26%, passing the limit was not always enough; inconclusive means no clear call, values can overlap the other calls
hERG protect: hERG rescue from dofetilide block, primary screen, cell-based, CHO-hERG, FluxOR thallium flux, dofetilide IC70; dofetilide IC70 present; hit rate 0.51% among 310,000; activation (rescue from dofetilide block), less the hit threshold, % at 10 µM; AID 1511, 2009; Voltage-gated inwardly rectifying potassium channel KCNH2 (Homo sapiens), Q12809;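 active means activation above the mean of controls blocked by dofetilide plus 5 SD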;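 further: thallium influx through hERG after potassium depolarization seen as dye fluorescence rise; in these data hits start at about 4.7%; inactives centre near -7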
KCNQ1 block: inhibitors of human KCNQ1 channel, primary screen, cell-based, thallium flux, high-throughput. CHO-K1 KCNQ1, FluxOR thallium flux fluorescence; stronger effect = higher value. B-score at 10 µM. hit rate 1.3% among 310,000. AID 2642, 2010;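 active means compounds whose thallium flux B-score, printed positive for inhibition, exceeds three library SD while starting fluorescence stays within three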;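 further: channel opened by potassium depolarization with thallium stimulus after 20 min compound exposure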
KCNK3 block: human KCNK3 channel inhibitors, primary screen, CHO cells, FluxOR thallium flux, B-score. Potassium channel subfamily K member 3 (Homo sapiens), O14649. FluxOR fluorescence; stronger effect = lower value. B-score at 10 µM. hit rate 0.84% among 340,000. AID 602410, 2012;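 active means B-score under library mean minus 4 SD, starting fluorescence ratio at most library mean plus 5 SD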;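 further: more negative B-score means stronger inhibition of thallium flux through KCNK3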
KCNK9 inh: KCNK9 potassium channel inhibitors, primary screen, HEK293 cells, thallium flux. FluxOR thallium flux fluorescence; stronger effect = lower value. B-score at 10 µM. hit rate 1.2% among 310,000. AID 488922, 2010;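 active means ratio B-score over 3 SD below the library mean, with starting fluorescence within 5 SD of its mean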;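 further: negative B-score means less thallium flux so channel inhibition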
KCNQ1 pot: potentiators or activators of KCNQ1 channel, primary screen, cell-based, thallium flux, high-throughput. B-score at 10 µM. hit rate 0.35% among 310,000. Potassium voltage-gated channel subfamily KQT member 1 (Homo sapiens), P51787. CHO-K1 KCNQ1, thallium flux FluxOR fluorescence; stronger effect = higher value;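 active means fluorescence ratio B-score, a plate-corrected score, at least three library SD, with initial intensity B-score within 5 SD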
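assay system = KCNQ1-transfected CHO-K1 cells | medium = assay buffer with matched DMSO | probe or stimulus = depolarizing K+/Tl+ stimulus, K2SO4 and Tl2SO4 each 12.5 mM in 5x stock | dosing = single dose | incubation = dye 90 min, compound 20 min, room temperature | detection = kinetic FluxOR fluorescence, 10 s baseline plus 110 s post-stimulus | evaluation = ratio B score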
Dyrk1A ADPGlo: rat Dyrk1A kinase inhibitors, primary screen, biochemical, single point, plate reader; Dual specificity tyrosine-phosphorylation-regulated kinase 1A (Rattus norvegicus), Q63470; ADP-Glo luminescence, NFATc1 peptide; inhibition, % at 12.5 µM; hit rate 0.43% among 310,000; in the data active means inhibition above about 50%;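 further: plate controls were vehicle with enzyme for no effect and no enzyme for full effect; many of its hits are not listed in these tables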
GSK3B inh: human GSK3beta kinase inhibitors, primary screen, biochemical, cell-free homogeneous, HTS; GST-GSK3beta kinase, ADP-Glo luminescence, 60 min; stronger effect = lower value; hit rate 0.038% among 300,000; Glycogen synthase kinase-3 beta (Homo sapiens), P49841; activity score (negative = inhibition), % at 10 µM; AID 2097, 2009;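 active means more than half of replicate wells score below -50%, meaning over 50% inhibition versus plate controls; inconclusive means some replicates but at most half score below -50%; inactive means no replicate scores below -50%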;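 further: 0% = median DMSO wells and -100% = median GW8510 positive control wells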
Target sequence (P49841 whole entry, looked up): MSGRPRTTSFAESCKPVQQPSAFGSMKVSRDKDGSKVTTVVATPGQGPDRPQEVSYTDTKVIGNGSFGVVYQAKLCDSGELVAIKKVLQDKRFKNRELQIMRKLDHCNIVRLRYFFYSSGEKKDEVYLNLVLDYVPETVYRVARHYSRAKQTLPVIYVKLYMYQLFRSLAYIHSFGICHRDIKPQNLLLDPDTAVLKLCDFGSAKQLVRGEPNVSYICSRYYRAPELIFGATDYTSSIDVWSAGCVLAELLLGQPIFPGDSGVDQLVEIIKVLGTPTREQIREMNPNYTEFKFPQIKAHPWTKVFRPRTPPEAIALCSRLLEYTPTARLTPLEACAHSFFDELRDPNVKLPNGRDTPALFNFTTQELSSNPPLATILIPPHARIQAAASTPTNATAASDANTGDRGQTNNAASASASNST
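Assay system: GST-tagged human GSK3beta kinase, cell-free; Input: 1.6 ng GSK3beta; Medium: Tris/MgCl2 kinase buffer; Timing: 60 min enzyme reaction, room temperature; Signal: ADP-Glo luminescence quantifying ADP generated by kinase; Evaluation: score relative to plate controls; Benchmarks: DMSO neutral wells and GW8510 at 20 µM as positive.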
PolyA inh: polyadenylation inhibitors in yeast reporter cells, primary screen, luminescence, S. cerevisiae | S. cerevisiae SKY197-pL101 polyadenylation reporter, beta-gal luminescence; efflux-impaired pdr1/pdr3 knockout yeast; score 100 = 6 SD above DMSO | calls only at 12 µM | hit rate 0.02% among 300,000;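 active means lowest replicate activity score at least 50, where 100 means six control SD above control mean; inconclusive means lowest score under 50 but half or more replicates reach 50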;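 further: yeast exposed to compound for 9 h at 30 °C; higher score means more reporter readthrough which indicates perturbed polyadenylation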
GSK3 alpha inh: blockers of GSK3A enzyme activity – biochemical, luminescence, cell-free homogeneous, HTS, primary screen | Glycogen synthase kinase-3 alpha (Homo sapiens), P49840 | GSK-3 alpha kinase, ADP-Glo luminescence, 60 min | inhibition, % at 10 µM | hit rate 0.1% among 320,000 | AID 2650, 2010;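 in the data active means inhibition above about 50%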;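 further: GST-tagged GSK-3 alpha with peptide substrate and 25 µM ATP; 0% = DMSO neutral wells and 100% = GW8510 positive control wells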
Target sequence (P49840 whole entry, looked up): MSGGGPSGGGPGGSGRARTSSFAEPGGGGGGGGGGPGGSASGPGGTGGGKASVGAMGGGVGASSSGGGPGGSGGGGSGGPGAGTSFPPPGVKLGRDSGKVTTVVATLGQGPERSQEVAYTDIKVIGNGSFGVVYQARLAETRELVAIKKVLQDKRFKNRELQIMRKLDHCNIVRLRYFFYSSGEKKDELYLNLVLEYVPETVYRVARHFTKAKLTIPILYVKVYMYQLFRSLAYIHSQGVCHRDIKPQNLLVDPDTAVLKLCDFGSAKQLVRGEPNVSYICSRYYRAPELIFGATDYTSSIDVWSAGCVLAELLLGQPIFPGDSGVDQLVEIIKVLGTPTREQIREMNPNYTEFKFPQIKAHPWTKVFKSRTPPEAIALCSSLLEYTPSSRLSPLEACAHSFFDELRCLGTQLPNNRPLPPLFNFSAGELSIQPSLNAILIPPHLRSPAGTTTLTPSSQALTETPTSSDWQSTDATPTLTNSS
Active calls of the source: *; i = inactive; ? = inconclusive; . = not tested or not shown. Some of the compounds tested; count on the stated rates, not on these rows.

The line under a structure holds: RGS4 pot	HDAC3 inh	hERG protect	KCNQ1 block	KCNK3 block	KCNK9 inh	KCNQ1 pot	Dyrk1A ADPGlo	GSK3B inh	PolyA inh	GSK3 alpha inh
[1] C[C@H]1C=C(C(=O)O)O[C@@H](OCc2ccc(CO)cc2)C1
  i	5	-3	i	i	i	i	.	1	i	-3
[2] CC(NC(=O)CSc1nc(=O)cc(N)n1-c1ccccc1)c1ccccc1 (configuration not stated)
  i	-1	-6	i	i	i	i	-2	3	i	0
[3] COC(=O)c1cc(S(=O)(=O)NCC2CCN(Cc3ccc(Cl)cc3)CC2)c[nH]1
  i	4	-6	i	i	i	i	-3	1	i	-14
[4] N/C(=N\NC(=O)c1sccc1OCc1ccc(Cl)cc1Cl)c1ccccn1
  i	1	-9	i	i	i	i	-2	-3	i	-1
[5] C/C(Cc1ccccc1)=N\NC(=O)CCCCCC(=O)N/N=C(\C)Cc1ccccc1
  i	6	-4	i	i	i	i	6	1	i	0
[6] CN(C)S(=O)(=O)c1cccc(NS(=O)(=O)c2ccc(Cl)s2)c1
  i	-7	-8	i	i	i	i	-5	-1	i	-2
[7] O=C(COC(=O)c1ccccn1)NC12CC3CC(CC(C3)C1)C2
  i	-6	-5	i	i	i	i	0	2	i	0
[8] COc1ccc(N(CC(=O)NC2CCCC2)C(=O)Cn2nnc(-c3ccc(F)cc3)n2)cc1
  i	-6	-8	i	i	i	i	-4	1	i	-2
[9] O=C1CCCc2nc3c(cc21)C(O)Oc1c-3ccc2ccccc12 (configuration not stated)
  i	-2	-15	i	i	i	i	10	2	i	6
[10] COCc1cc(NCc2ccc(Cl)cc2)nc(C)n1
  i	-1	-1	i	i	i	i	0	4	i	-4
[11] O=C(Cn1c(-c2ccccn2)nc2ccccc21)N/N=C/c1ccccn1
  i	5	-14	i	i	i	i	-62	-3	i	-2
[12] Cn1c(=O)c2sccc2n2c(CCCC(=O)Nc3ccccc3)nnc12
  i	4	-10	i	i	i	i	.	-5	i	-2
[13] Cc1ccc(-c2ccc(SCC(=O)N3CCCc4ccccc43)nn2)cc1
  i	3	-10	i	.	i	i	.	-2	i	-3
[14] COc1ccc(Cl)cc1N/C(N)=N/c1nc(CSc2ccc(C)cc2)cc(=O)[nH]1
  i	-2	-9	i	i	i	i	2	-7	i	-2
[15] O=C(O)c1ccccc1C(=O)Nc1ccc(S(=O)(=O)Nc2ccc(F)cc2)cc1
  i	-5	-2	i	i	i	i	2	-1	i	-2
[16] COc1ccc(CN(C)C(=O)CCN(c2ccccc2)S(=O)(=O)c2ccc(C)cc2)c(OC)c1
  i	-3	-17	i	i	i	i	.	-2	i	1
[17] N=c1c2c(-c3ccccc3)c(-c3ccccc3)n(Cc3ccco3)c2ncn1CCCn1ccnc1
  i	2	-16	i	i	i	i	-1	-2	i	5
[18] CCOC(=O)c1c(C)n(CCOc2ccccc2)c2ccc(O)cc12
  i	-12	-2	i	i	i	i	5	-6	i	-3
[19] Cc1nc2ccc(Cl)cc2nc1C
  i	2	-6	i	i	i	i	-5	-5	i	0
[20] CN(CC(=O)Nc1c(Cl)cccc1Cl)C(=O)Cc1ccc(S(=O)(=O)N2CCOCC2)s1
  i	-1	-13	i	i	i	i	.	-4	i	0
[21] O=C(CSc1nnc(-c2ccncc2)n1-c1ccccc1)Nc1ccc(C(=O)O)cc1
  i	3	-13	i	i	i	i	-3	1	i	5
[22] C[C@H](NC(=O)[C@@H]1CSC2c3ccccc3C(=O)N21)C(=O)NCc1c(F)cccc1Cl (some centres not stated)
  i	-4	-6	i	i	i	i	3	-26	i	3
[23] CCCCOC(=O)Nc1ccc(S(=O)(=O)Nc2onc(C)c2C)cc1
  i	-7	-7	i	i	i	i	3	1	i	-1
[24] CC1(C)Cc2ccccc2C(/C(=N\Nc2cccc(Cl)c2)C(N)=O)=N1
  i	4	-15	i	i	i	i	36	1	i	4
[25] Fc1ccccc1NC(=S)N(CCN1CCCCC1)Cc1ccco1
  i	-5	-3	i	i	i	i	.	4	i	-3
[26] CCNc1ccc(S(=O)(=O)NCCN(C)C)cc1[N+](=O)[O-]
  i	-1	-3	i	i	i	i	15	-2	i	2
[27] CCCNC(=O)NC(=O)CSc1ncc(C(F)(F)F)cc1Cl
  i	1	-4	i	i	i	i	.	-1	i	-6
[28] COc1ccc(OC)c(C2Nc3ccccc3NC3=C2C(=O)CC(C)(C)C3)c1 (configuration not stated)
  i	7	-3	i	i	i	i	0	-27	i	0
[29] O=C(CCS(=O)(=O)c1cc2c(cc1Cl)NC(=O)CO2)NCc1ccccc1
  i	-3	-10	i	i	i	i	0	5	i	1
[30] O=C(COc1ccccc1)NCC(=O)N/N=C/c1ccc(Cl)cc1
  i	-1	-6	i	i	i	i	0	-1	.	1
[31] CC(=O)c1cccc(OCc2cc(C(=O)N3C[C@H]4CC[C@H]3C4)no2)c1
  i	.	-8	i	i	i	i	3	2	i	.
[32] COc1cc(/C=C2\SC(=S)NC2=O)ccc1OS(=O)(=O)c1ccccc1
  i	?	-12	i	.	i	26*	.	11	i	-4
[33] Nc1c(C(=O)NCC2CCCO2)c2nc3ccccc3nc2n1-c1ccccc1 (configuration not stated)
  i	-82	-8	i	i	i	i	7	2	i	7
[34] CC(C)C(NC(=O)c1ccco1)C(=O)OCC(=O)Nc1ccc(C(N)=O)cc1 (configuration not stated)
  i	3	-7	i	i	i	i	1	-5	i	0
[35] O=C(COC(=O)c1c[nH]c(=O)[nH]c1=O)Nc1ccccc1Br
  i	.	-5	i	i	i	i	-7	2	i	2
[36] O=S(=O)(Nc1ccc(F)cc1)N1CCOCC1
  i	0	-5	i	i	i	i	-7	0	i	-2
[37] CCN(CC)S(=O)(=O)c1ccc(C)c(NC(=O)CSc2nc3ccccc3[nH]2)c1
  i	3	-9	i	i	i	i	-1	-2	i	-2
[38] O=C(Nc1ccc(S(=O)(=O)Nc2ccccn2)cc1)c1ccccc1
  i	-10	-2	i	i	i	i	-6	2	i	1
[39] CCCSc1oc(-c2ccco2)nc1S(=O)(=O)c1ccc(C)cc1
  i	12	-11	i	i	i	i	0	0	i	-4
[40] CCc1nnc(NC(=O)c2cccnc2)s1
  i	0	-8	i	i	i	i	6	-1	i	2
[41] COC(CN(C(=O)CCl)C(C(=O)NC1CCCC(C)C1C)c1ccc(C)cc1)OC (configuration not stated)
  i	7	-9	i	i	i	i	.	0	i	0
[42] Cc1ccc(S(=O)(=O)N/N=C/c2ccccc2F)cc1[N+](=O)[O-]
  i	-1	1	i	i	i	i	3	0	i	-1
[43] CC(=O)O[C@]1(C(C)=O)CC[C@H]2[C@@H]3C=C(Cl)C4=CC(=O)CC[C@]4(C)[C@H]3CC[C@@]21C
  i	7	-9	i	i	i	i	21	4	i	0
[44] COC(=O)c1c(C)nc(C)c2c(=O)oc3ccccc3c12
  i	5	-10	i	i	i	i	1	4	i	.
[45] C/C(=N\NC(=O)c1cc(-c2ccccc2C)nc2ccccc12)c1cccnc1
  i	2	-13	i	i	i	i	.	3	i	2
[46] CC(NC(=O)CCN1C(=O)c2ccccc2S1(=O)=O)c1ccccc1 (configuration not stated)
  i	0	-13	i	i	i	i	-12	-2	i	-1
[47] CC(C)(C)NC(=O)CSC(=Nc1ccc(F)cc1)NC#N
  i	7	-6	i	i	i	i	-1	-2	i	3
[48] O=C1OCCC1Sc1nnc(-c2cccc(Br)c2)o1 (configuration not stated)
  i	2	-10	i	i	i	i	9	-2	i	-2
[49] COc1ccc(CCn2c(=N)c(C(=O)NC3CCCC3)cc3c(=O)n4ccccc4nc32)cc1OC
  i	2	-22	i	i	i	i	1	1	i	0
[50] CCCn1nc(CC(=O)OCC)c2ccccc2c1=O
  i	0	-3	i	i	i	i	1	0	i	-3
[51] CC(=O)SC1CC(=O)N(c2ccc(C(C)(C)C)cc2)C1=O (configuration not stated)
  i	-9	-15	i	i	i	i	-1	-1	i	0
[52] CCN(CC)c1ccc(/C=C/c2cccc[n+]2C)c(OC)c1
  i	20	-37	i	i	i	i	3	1	i	2
[53] Cc1cc(C(=O)N/N=C/c2ccc(Br)o2)n[nH]1
  i	16	-2	i	i	i	i	-2	1	i	0
[54] Cc1ncc([N+](=O)[O-])n1CC(C)O (configuration not stated)
  i	.	-4	i	i	i	i	4	-5	i	.
[55] O=C(NCCc1cccc(F)c1)C1CCCN(c2nc3ccccc3s2)C1 (configuration not stated)
  i	4	-6	i	i	i	i	2	0	i	1
[56] O=C(CCC(=O)Nc1ccccc1)NNC(=O)c1ccco1
  i	1	-5	i	i	i	i	-2	0	i	-10
[57] CCN(CC)S(=O)(=O)c1ccc(N2CCOCC2)c(NC(=O)c2ccccc2)c1
  i	.	-15	i	i	i	i	-7	-2	i	.
[58] COc1ccc(CCNC(=O)CSc2nnc3c(n2)[nH]c2ccc(F)cc23)cc1OC
  i	4	-4	i	i	i	i	-2	-2	i	0
[59] CC1CCc2ccccc2N1C(=N)N(C)C (configuration not stated)
  i	-7	0	i	i	i	i	.	0	i	-3
[60] O=C(O)/C(=C\c1ccc(Br)cc1)NC(=O)c1cccs1
  i	-4	-11	i	i	i	i	0	-5	i	-7
[61] CCN(CC)c1nc2c3c(nc4c(c3c1C#N)CC(=O)N4c1ccc(Cl)cc1)NC(C)=N2
  i	-2	-12	i	i	i	i	0	0	i	-5
